Screens from PubChem BioAssay.
TbPYK inhibitor: T. brucei pyruvate kinase inhibition. AID 624173. Potency, µM (series often up to 76.8 µM), for inactives: at the top dose activity, negative = inhibition, most hits filed as inhibitors. 0.12% of 410,000 active. Q57TT1. TbPYK enzyme, Kinase-Glo Plus ATP luminescence, 45 min; also: nearly all actives have a fitted effect of over 50% in size
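Luminescence from Kinase-Glo Plus, added after a 45-minute room-temperature reaction, served as the end-point read-out. The enzyme and substrate were preincubated with compound before ADP (130 uM final) initiated turnover. Concentration-effect curves came from normalized qHTS data.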
Sm TGR block: inhibitors of Schistosoma mansoni thioredoxin glutathione reductase; 3% of 360,000 active; purified TGR, DTNB reduction, TNB absorbance 405 nm; Potency, µM (series often up to 114 µM), inactives show at the highest dose activity change, negative = inhibition, actives largely listed as inhibitors; Q962Y6; also: nearly all actives have a fitted effect of over 60% in size
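First, TGR (20 nM dispensed) and NADPH were mixed with compound. Second, a 15 min room-temperature incubation followed. Third, further NADPH and then DTNB were added to start the reaction. Finally, TNB absorbance was monitored kinetically.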
HCV inh: inhibitors of hepatitis C virus infection; Huh7.5.1 HCVcc-Cre infection, luciferase reporter, 44 h; Potency, µM (series often up to 41.8 µM), for inactives: top-dose activity change, negative = inhibition, actives largely listed as inhibitors; 3.4% of 340,000 active
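Whole-lifecycle infectious HCVcc-Cre system; cells 1,000/well, compound then virus (~0.5 moi) added 4 h after plating, 44 h culture. Luciferase read 15 sec following 15 min substrate incubation, room temp.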
* marks the source's active call; other numbers are inactive results; ? = inconclusive; nt = no result given; [ ] = dose if it differs, or a comment. Calls follow the shape of the dose curve; as a rule, active = well fitted curve in the direction sought with a large enough effect; inconclusive = small, poorly fitted or top-dose-only effect, or another doubt; inactive = no such curve, though single readings can be large; an effect the other way counts as inactive or inconclusive. % is scaled to controls: 0 for no effect and ±100 for the full control effect; potency is read from the fitted curve at half-maximal effect.

SMILES	TbPYK inhibitor	Sm TGR block	HCV inh
COc1cccc(C(=O)Nc2ccc(-c3nc4ccc(C)cc4s3)cc2)c1OC	1.3%	10.2%	nt
Cc1ccc2c(c1)N(C(=O)Nc1cccc(C)c1C)CCO2	2.1%	-3.8%	nt
Cc1ccccc1CSc1nc2c([nH]c3ccccc32)c(=O)n1C	-1.8%	7.2%	nt
Cc1ccc(NC(=O)C2CCN(c3nnc(C)c4c(C)n(-c5ccccc5)nc34)CC2)c(Cl)c1	5.2%	3.8%	nt
CCc1ccc(-n2c(=O)c3c4c(sc3n(Cc3ccc(F)cc3)c2=O)CCCC4)cc1	1.4%	0.5%	nt
COc1ccc(N2CCN(C(=O)c3c(C)oc4ncnc(N5CCCCC5)c34)CC2)cc1	1.1%	-10.8%	nt
COc1ccc(CNc2nc(-c3ccccc3)nn2S(=O)(=O)c2ccccc2)cc1	1.0%	8.0%	nt
O=C(NCc1cccs1)c1ccc(CSc2nc3cccnc3n2Cc2ccccc2F)cc1	2.1%	4.9%	nt
COc1ccc(C)cc1Nc1nc2cc(Cl)c(Cl)cc2nc1-n1nc(C)cc1C	2.5%	-2.4%	nt
COc1cccc(N2CCN(C(=O)c3cc4c(s3)-c3c(C)cccc3OC4)CC2)c1	-12.0%	5.9%	nt
O=C(CN1N=C(c2ccc(Cl)cc2)CCC1=O)NCCc1ccccc1	-2.7%	5.5%	nt
COc1ccc2c(CNCc3cccs3)c(C(=O)O)n(Cc3ccccc3C)c2c1	-1.5%	-2.1%	nt
CCOC(=O)C1CCN(c2nc3c(S(=O)(=O)c4ccc(Br)cc4)nnn3c3ccsc23)CC1	-1.0%	3.7%	nt
Cc1ccc(CNC(=O)C(C)n2nc(C)n3c(cc4sccc43)c2=O)cc1 (stereo unspecified)	-2.0%	-3.9%	nt
Cc1oc2ncn(CC(C)C)c(=O)c2c1C(=O)NCc1cccc(Cl)c1	2.5%	-0.3%	nt
COc1ccc(Cl)cc1NC(=O)c1c(NCc2cccnc2)sc2c1CCC(C)C2 (stereo unspecified)	?	?	nt
COc1cccc(NC(=O)Cc2csc(COc3cccc(C)c3)n2)c1	-0.9%	-0.7%	nt
CCOC(=O)Cn1c(=O)n(CC2CCCO2)c2nc(-c3ccccc3)nc(C(N)=O)c21 (stereo unspecified)	-1.2%	-9.6%	nt
CCOC(=O)c1c(C)sc(-c2c(-c3ccccc3)[nH]c3[nH]c(=O)[nH]c(=O)c23)c1O	-5.6%	2.4%	nt
Cc1c(Cl)cccc1-n1ncc(C(=O)NCc2cccs2)c1C1CCN(C(=O)OC(C)(C)C)CC1	-2.0%	0.7%	nt
Cc1cccc(-n2c(SCC(=O)Nc3ccccc3Cl)nc3n[nH]c(C)c3c2=N)c1	-3.8%	7.3%	nt
COc1cc(NC(=O)c2nn(-c3ccc(F)cc3)c(=O)n(C)c2=O)cc(OC)c1OC	-1.3%	-2.7%	nt
COc1cccc(C(=O)Nc2ccc3nc(SCC(=O)N4CCc5ccccc54)sc3c2)c1	0.4%	1.7%	nt
COc1ccc(-n2c(=O)c3ccccc3n(Cc3ccccc3C)c2=O)c(OC)c1	-4.9%	1.5%	nt
O=C(CSc1nc2ccccc2c2nc(-c3ccccc3)nn12)Nc1ccc(F)cc1	-6.4%[15.4 µM]	4.6%	nt
Cn1c(SCc2ccccc2Cl)nc2c([nH]c3ccccc32)c1=O	-3.8%	2.9%	nt
CC1Cc2cc(S(=O)(=O)CCC(=O)Nc3ccc(OC(F)(F)F)cc3)ccc2N1C(=O)C1CC1 (stereo unspecified)	-7.8%	-1.0%	nt
O=S(=O)(Nc1ccc(-c2ccc(N3CCCCC3)nn2)cc1)c1ccc(OC(F)(F)F)cc1	2.1%	-4.5%	nt
CC1CCCN(c2ncnc3c2nnn3C)C1 (stereo unspecified)	5.1%	16.8%	nt
CCOCCCNC(=O)C1CCN(c2cc(C)nc3c(-c4ccc(Cl)cc4)c(C)nn23)CC1	-5.8%	-0.4%	nt
C=CCC(CC=C)(CNC(=O)C(=O)Nc1ccc(C)cc1)c1ccccc1	1.8%	-0.6%	nt
O=C(CSc1nc2sc3c(c2c(=O)[nH]1)CCCC3)Nc1ccccc1F	-1.8%	-0.2%	nt
CCOC(=O)c1cc2c(=O)n3ccccc3nc2n(CCCOC)c1=NC(=O)c1cc2ccccc2o1	1.4%	3.3%	nt
COc1ccc2c(c1)Cc1sc(NC(=O)c3cccc(C)c3)nc1-2	5.5%	-11.5%	nt
COc1ccc(C(CC(=O)Nc2ccc(F)c(Cl)c2)N2Cc3ccccc3C2=O)cc1OC (stereo unspecified)	0.5%	3.2%	nt
Cc1ccccc1-c1nc2c3c(-c4ccccc4)c(-c4ccccc4)oc3ncn2n1	3.4%	4.7%	nt
CCN1CCN(C(c2ccc(F)cc2)c2c(O)cc(C)n(CCOC)c2=O)CC1 (stereo unspecified)	-7.3%	4.47µM*	nt
CCCN(CCC)C(=O)Cn1c(=O)n(-c2ccc(CC)cc2)c(=O)c2ccc(C(=O)NCCc3ccccc3)cc21	-0.7%	8.3%	nt
CC(=O)c1ccc(NC(=O)CSC2=Nc3ccccc3N=C(c3ccc(F)cc3)C2)cc1	2.3%	-7.8%	nt
CCOc1ccc(CNC(=O)c2ccc(Sc3ccc(C)cc3)c(N)c2)cc1OC	4.1%	-1.1%	nt
CCN(CC)c1ccc(NS(=O)(=O)c2ccc(-c3coc(C)n3)cc2)c(C)c1	-15.0%	?	nt
COc1ccc(OC)c(Nc2ncnc3c2cnn3-c2cccc(Cl)c2)c1	-4.3%	-0.1%	nt
O=C(NCCn1cc(SCc2ccc(Br)cc2)c2ccccc21)c1cccs1	1.7%	2.0%	nt
CCOc1ccc(-c2nnc(SCC(=O)NC3CCCCC3)nc2-c2ccc(OCC)c(OC)c2)cc1OC	2.4%	-0.2%	nt
O=S(=O)(c1ccc(F)cc1)N1CCC(n2c(C(F)(F)F)nc3cccnc32)CC1	14.1%	1.1%	nt
COc1ccc(Cc2nc3ccc(C(=O)NCc4ccc(OC)cc4OC)cc3o2)cc1	-3.5%	-3.2%	nt
COc1ccc(CNC(=O)c2cccc(N3CCCS3(=O)=O)c2)cc1	-0.2%	12.5%	nt
COc1ccc(S(=O)(=O)Nc2cccc(-c3ccc(N4CCCC4)nn3)c2)cc1F	0.0%	8.2%	nt
COc1ccc(Cn2c(CCC(=O)Nc3ccc(C)cc3C)nc3cccnc32)cc1	-1.5%	16.7%	nt
Cc1ccccc1OCC(=O)NCC(c1ccc(Cl)cc1)N1CCOCC1 (stereo unspecified)	1.1%	3.9%	nt
COc1ccc(C2C=C(c3ccccc3)Nc3nc(NC(=O)c4ccc(C)cc4)nn32)cc1 (stereo unspecified)	-14.1%	-6.0%	nt
COc1ccc(CCNc2ncnc3c2nnn3C)cc1OC	5.7%	3.7%	nt
O=C(Nc1cc(F)ccc1F)c1ccc2c(c1)nnn2C1CCCC1	-2.1%	-4.6%	nt
Fc1ccc(-c2noc3ncnc(NC4CCCCC4)c23)cc1	0.6%	-1.4%	nt
COCCCNC(=O)Nc1cc(C(=O)NCc2ccc(OC)cc2)ccc1N1CCCC1	0.5%	-13.7%	nt
Cc1cc(N(CCO)Cc2ccccc2)n2nc(-c3ccc(C(C)(C)C)cc3)nc2n1	-11.5%	-13.1%	nt

(listing goes on)
SMILES	TbPYK inhibitor	Sm TGR block	HCV inh
Cc1ccccc1Nc1nn2c(=O)c3ccc(C(=O)NCCc4ccc(Cl)cc4)cc3nc2s1	3.3%	-12.3%	nt
CCOc1ccccc1-c1noc(CSc2nnc(-c3ccccc3)n2-c2ccc(F)cc2)n1	-1.2%	1.4%	nt
CCCN(C(=O)c1cc2c(=O)oc3ccc(C)cc3c2s1)c1ccc(OCC)cc1	-1.0%	-1.1%	nt
CC1=C(c2ccc(C)c(C)c2)S(=O)(=O)N=C1N1CCC(C(=O)NCc2ccc(N(C)C)cc2)CC1	-1.1%	-3.9%	nt
Cc1cc2c(cc1S(=O)(=O)CCC(=O)N1CCN(c3ccccc3)CC1)OCC(=O)N2	4.4%	-14.4%	nt
COc1ccc(-c2cc(C(=O)NCc3ccccc3)c3c(-c4ccccc4)[nH]nc3n2)cc1	-0.9%	-7.8%	nt
Fc1cccc(-c2nnn3c2nc(NC2CCCCC2)c2ccccc23)c1	-3.3%	1.1%	nt
O=C(CCc1ccccc1)N(Cc1cccnc1)c1nc2c(F)cc(F)cc2s1	8.1%[15.4 µM]	-0.2%	nt

Profiles from above. Screens in order: TbPYK inhibitor, Sm TGR block, HCV inh
Cc1ccccc1Nc1nn2c(=O)c3ccc(C(=O)NCCc4ccc(Cl)cc4)cc3nc2s1 in the list: 3.3%, -12.3%, nt
CCOC(=O)C1CCN(c2nc3c(S(=O)(=O)c4ccc(Br)cc4)nnn3c3ccsc23)CC1 in the list: -1.0%, 3.7%, nt

Following part:
SMILES	TbPYK inhibitor	Sm TGR block	HCV inh
CC1=C(C(=O)N2CCN(c3ccccc3)CC2)C2(CCCCC2)OC1=O	0.9%	7.8%	nt
N#C/C(=C/c1cn(Cc2ccc(F)cc2)c2ccccc12)C(=O)Nc1cccc(Cl)c1	-1.5%	0.9%	nt
Cc1ccc(S(=O)(=O)c2nnn3c2nc(N2CCN(c4cccc(C)c4C)CC2)c2ccccc23)cc1C	5.5%[15.4 µM]	17.6%	nt
CCCCOc1ccc(OC(=O)c2sc3ncn(Cc4cccc(F)c4)c(=O)c3c2C)cc1	2.9%	9.3%	nt
Cc1ccc(C)c(NC(=O)N2CCN(C(=O)c3nsc4ccccc34)CC2)c1	-2.9%[15.4 µM]	-16.3%	nt
Cc1ccc(NC(=O)CSc2nnc(C)c(=O)[nH]2)cc1	-5.5%	5.9%	nt
Cc1ccc(CNc2ncnc3onc(C)c23)cc1	3.5%	13.9%	nt
CCCNC(=O)CSc1nc(-c2ccc(OC)cc2)cc(C(F)(F)F)n1	4.6%	0.0%	nt
CC(C)C(=O)Nc1cccc(C(=O)Nc2nnc(CC(C)(C)C)s2)c1	-17.8%	-2.0%	nt
COc1ccc(-c2noc(CCC(=O)N3CCN(c4ccc(C(F)(F)F)cc4)CC3)n2)cc1	-0.1%	nt	-73.9%
c1ccc(-c2cnnc(-c3ccccn3)n2)cc1	-5.0%	nt	10.7%
Cc1noc(C)c1NC(=O)N(C)C[C@H]1Oc2ccc(NC(=O)C3CCCCC3)cc2C(=O)N([C@H](C)CO)C[C@@H]1C	-0.1%	nt	3.9%
Cc1ccc(NC(=O)COC(=O)Cc2ccccc2)cc1S(=O)(=O)N1CCOCC1	-0.8%	nt	12.5%
O=C(c1cc2c(s1)CCCC2)N1CCN(CCO)CC1	9.9%	nt	16.1%
CCNC(=O)N(CC)C[C@H]1N[C@@](C)(C(=O)OC)[C@H]2C(=O)N(C)C(=O)[C@@H]12	0.0%	nt	4.2%
C#CCOCCOCCOCCNc1nc(N2CCN(C(=O)Cn3cc(CC(C)O)nn3)CC2)nc(N2CCN(C(=O)[C@H]([C@@H](C)CC)n3cc(CCCCN)nn3)CC2)n1 (stereo partly specified)	4.1%	nt	-6.9%[8.37 µM]
COc1cc(C2c3cc4c(cc3OC(N3CCCCC3)C2C)OCO4)cc(OC)c1O (stereo unspecified)	-2.8%	nt	-15.6%
O=C(NN1CCOCC1)c1c(-c2ccccc2)sc2ccccc12	-7.0%	nt	2.3%
COc1ccc(CNS(=O)(=O)c2ccc(N3CCCC3)cc2Br)cc1	0.6%	nt	?
CC(C)Cn1cnc2c(SCc3ccccc3Cl)nc(N)nc21	4.2%	nt	?
COc1ccccc1CN1CCN(C(=O)c2cccc3ccccc23)CC1	-6.6%	nt	4.8%
C(#Cc1c(-c2ccsc2)sc2ccccc12)c1ccsc1	3.4%	nt	?
Cc1ccc(S(=O)(=O)n2nc(OC(=O)c3ccco3)cc2N)cc1	-10.1%	nt	33.3%[activator]
COc1cc(C)ccc1OCCCOc1cc(C)ccc1Cl	-9.4%	nt	17.3%
O=C(COc1ccccc1/C=C1\SC(=S)NC1=O)Nc1ccc(F)cc1	0.3%	nt	0.5%
O=C1SCCN1N=Cc1ccc([N+](=O)[O-])o1	-2.7%	nt	22.4µM*
CC(C)(C)OC(=O)N1CCN(C(=O)OCC2c3ccccc3-c3ccccc32)CC1C(=O)O (stereo unspecified)	5.2%	nt	45.4%[activator]
CCCn1c(SCC(=O)Nc2ccc(Cl)cc2F)nc(O)cc1=O	1.3%	nt	-1.2%
COc1cc2oc(=O)cc(-c3cccc(-c4ccc(C(F)(F)F)cc4)c3)c2c(OC)c1OC	-3.3%	nt	?

These rows are one share of the data; rates above refer to the full screens.
